RGS12 GoLoco inh: blocks human Gai1 binding to RGS12 GoLoco peptide, red readout; P63096; Gai1:RGS12 GoLoco peptide FP, rhodamine, 10 min; Potency, µM (top dose mostly 61.6 µM), without a hit: at the top dose activity, negative = inhibition, hits mostly inhibitors; actives 0.44% (n = 230,000); AID 880; active means well fitted inhibition curve with a large enough effect, not every such curve was filed as active; inactive means no such curve, though single readings can be large or run the other way; further: on the % scale 0 is the no-effect control and ±100 the full control effect; nearly all actives have a fitted effect of over 30% in size; many of its hits are not listed in these tables
RECQ1 helicase: RECQ1 (human) helicase inhibition; actives 0.54% (n = 240,000); RECQ1 DNA unwinding, red fluorescence kinetic read; P46063; Potency, µM (highest dose often 57.3 µM), inactives show top-dose activity, negative = inhibition, most hits filed as inhibitors;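 further: plate controls were vehicle for no effect and no enzyme for full effect; nearly all actives have a fitted effect of over 30% in size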
Target sequence (P46063 whole entry, looked up): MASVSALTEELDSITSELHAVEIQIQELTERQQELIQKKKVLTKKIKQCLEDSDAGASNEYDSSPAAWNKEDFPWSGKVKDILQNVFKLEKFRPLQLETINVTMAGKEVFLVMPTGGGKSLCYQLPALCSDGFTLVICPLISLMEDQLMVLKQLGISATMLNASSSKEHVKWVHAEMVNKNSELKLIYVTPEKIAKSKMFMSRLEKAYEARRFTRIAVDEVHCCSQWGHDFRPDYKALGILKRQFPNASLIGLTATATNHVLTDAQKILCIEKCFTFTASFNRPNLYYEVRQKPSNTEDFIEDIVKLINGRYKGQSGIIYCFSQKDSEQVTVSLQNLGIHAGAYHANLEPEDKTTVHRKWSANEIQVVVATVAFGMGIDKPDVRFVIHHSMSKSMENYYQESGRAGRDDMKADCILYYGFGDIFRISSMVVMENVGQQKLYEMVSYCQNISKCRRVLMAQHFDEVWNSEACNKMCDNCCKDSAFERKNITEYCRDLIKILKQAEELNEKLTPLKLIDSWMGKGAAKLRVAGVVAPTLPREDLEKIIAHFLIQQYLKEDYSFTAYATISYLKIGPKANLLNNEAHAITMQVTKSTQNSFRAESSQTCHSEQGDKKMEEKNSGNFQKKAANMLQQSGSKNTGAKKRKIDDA
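50 nM RECQ1T1 preincubated 15 min with compound in Tris pH 8.0 buffer with MgCl2, DTT, Tween-20 and 2.5 ug/ml poly(dI-dC); started with 200 nM TAMRA/BHQ-2 forked duplex and 2 mM ATP. Unwinding read as fluorescence (525/598 nm), two reads 2 h apart.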
ALDH1A1 inh: blocks purified human ALDH1A1 activity; actives 7.3% (n = 220,000); P00352; Potency, µM (highest dose often 75.3 µM), without a hit: at the highest dose activity, negative = inhibition, most hits filed as inhibitors; AID 1030; Purified ALDH1A1, NADH fluorescence, propionaldehyde substrate; active means well fitted inhibition curve with a large enough effect, not every such curve was filed as active; inconclusive means small, poorly fitted or top-dose-only effect, or another doubt; inactive means no such curve, though single readings can be large or run the other way;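 further: plate controls were no enzyme wells and a reference inhibitor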
TexasRed fluor: Texas Red fluorescence interference in TRb-SRC2 counter-screen. TRb/SRC2 Texas Red total fluorescence interference. Potency, µM (doses to about 106 µM), for the others: at the top dose fluorescence change, negative = quenching. actives 0.29% (n = 280,000); active means well fitted curve in either direction with a large enough effect; inconclusive means small, poorly fitted or top-dose-only effect; further: on the % scale 0 is the no-effect control and ±100 the full control effect
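Flags fluorescent or light-absorbing compounds by total fluorescence, S + 2P, at 555 nm excitation and 632 nm emission. Mixture: 20 nM Texas Red SRC2 peptide, 0.6 uM human TRb LBD, 1 uM T3, 5% DMSO; compound exposure 5 h at ambient temperature.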
LMNA splice mod: modulators of lamin A splicing; HeLa LMNA splicing GFP/RFP minigene ratio, 48 h; Potency, µM (top dose mostly 46.1 µM), for inactives: top-dose ratio change, negative = inhibition, actives largely listed as inhibitors; actives 0.01% (n = 200,000); active means well fitted inhibition curve with a large enough effect in the signal ratio, with a control signal flat, not every such curve was filed as active; inconclusive means small, poorly fitted or top-dose-only effect, or effect the other way, or a change in a side signal; the % refers to the signal ratio; further: on the % scale 0 is the no-effect control and ±100 the full control effect
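S3 HeLa stable clones carrying a lamin A-EGFP splicing minigene plus DsRed2 were seeded at 600 cells/well in Opti-MEM with 2% FBS, pin-dosed and incubated 48 h at 37°C. Acumen cytometry (488 nm) gave the GFP/RFP total-intensity ratio.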
TRb-SRC2 inh: TRbeta-SRC2 interaction inhibition; P10828; TRbeta-SRC2 peptide binding, fluorescence polarization; receptor liganded with 1 µM T3; Potency, µM (top dose mostly 106 µM), without a hit: top-dose activity change, negative = inhibition, hits mostly inhibitors; actives 0.065% (n = 280,000); AID 1469;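 further: plate controls were bound peptide for no effect and peptide without receptor for full effect; nearly all actives have a fitted effect of over 50% in size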
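TRb LBD 0.6 uM + Texas Red SRC2 peptide 20 nM, 1 uM T3, Tris buffer w/ 5% DMSO; compound pinned, 5 h RT; FP read ex 555/em 632; normalized to unbound and bound controls.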
SMN2 splice up: enhancers of SMN2 splice variant expression; actives 2.8% (n = 210,000); HEK293 SMN2-luciferase splicing reporter, luminescence, 30-36 h; Potency, µM (series often up to 46.1 µM), without a hit: at the top dose activity change, positive = activation, usual class: activators; AID 1458; further: % of control where 0% means no effect; nearly all actives have a fitted effect of over 55% in size
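HEK293 cells carry an SMN2 minigene-luciferase reporter in which exon 7 inclusion puts luciferase in frame. Cells were seeded at 2000 cells/well, attached for 10-12 hours, then exposed to compounds for 30-36 hours at 37C before ONE-Glo luminescence.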
KDM4E inh: JMJD2E (human) inhibition; JMJD2E catalytic domain, FDH-coupled NADH fluorescence (FDH is formaldehyde dehydrogenase); Potency, µM (highest dose often 57.1 µM), for inactives: at the highest dose activity change, negative = inhibition, actives largely listed as inhibitors; actives 1.6% (n = 230,000); active means well fitted inhibition curve with a large enough effect, not every such curve was filed as active; inconclusive means small, poorly fitted or top-dose-only effect, or another doubt; inactive means no such curve, though single readings can be large or run the other way;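 further: 0% = wells with enzyme and -100% = buffer wells without enzyme; nearly all actives have a fitted effect of over 50% in size; many of its hits are not listed in these tables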
Target sequence (B2RXH2 1-337 limits assumed): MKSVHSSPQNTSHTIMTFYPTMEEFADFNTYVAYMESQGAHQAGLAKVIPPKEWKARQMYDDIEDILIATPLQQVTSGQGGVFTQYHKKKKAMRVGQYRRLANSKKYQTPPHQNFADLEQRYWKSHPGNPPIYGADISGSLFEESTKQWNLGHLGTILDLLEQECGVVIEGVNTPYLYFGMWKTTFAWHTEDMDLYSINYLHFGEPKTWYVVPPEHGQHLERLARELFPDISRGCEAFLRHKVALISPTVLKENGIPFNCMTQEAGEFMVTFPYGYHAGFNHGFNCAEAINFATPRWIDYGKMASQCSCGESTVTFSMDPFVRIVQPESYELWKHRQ
* hit, by the source's call; i = inactive; ? = inconclusive; · = not tested or not shown; [ ] = remark or other dose. Unless noted, the call rests on the fitted dose curve; in most records, active means well fitted curve in the direction sought with a large enough effect; inconclusive means small, poorly fitted or top-dose-only effect, or another doubt; inactive means no such curve, though single readings can be large; an effect the other way counts as inactive or inconclusive. Potency means the concentration at half of the fitted maximal effect.

Results follow in this order: RGS12 GoLoco inh	RECQ1 helicase	ALDH1A1 inh	TexasRed fluor	LMNA splice mod	TRb-SRC2 inh	SMN2 splice up	KDM4E inh
CCOc1cc(/C=N/O)cc(Br)c1OCC
    -5%	-2%	?	0%	2%	10%	-40%[inhibitor]	10%
COc1ccccc1-c1cncnc1NCc1cnc(C)cn1
    -14%	i	?	·	8%	·	·	·
CCOc1ccccc1OCC(=O)Nc1ccc(S(=O)(=O)Nc2ncccn2)cc1
    4%	-3%	-2%	-2%	4%	-22%	-20%	-7%
O=C(c1ccccn1)N(Cc1ccco1)C1(C(=O)NC2CCCCC2)CCCCC1
    2%	-9%	11%	1%	7%	-2%	-6%	6%
CCn1c(SCC(=O)Nc2ccccc2OC)nnc1-c1cnccn1
    4%	-6%	11%	2%	2%	2%	-10%	11%
CC(=O)C1=C(O)C(=O)N(Cc2ccccc2)C1c1ccco1 (configuration not stated)
    -7%	-15%	?	-4%	0%	5%	4%	?
O=C(Nc1cccc(-c2cn3c(n2)SCC3)c1)c1ccc2c(c1)OCO2
    8%	i	?	-2%	·	3%	19%	?
COc1ccc(NC(=O)CSc2nnc(Cn3nnc4ccccc43)n2C)cc1
    3%	-9%	4%	-3%	-3%	-10%	12%	5%
CCCCCNCc1ccc(OCc2ccc(Cl)nc2)c(OC)c1
    15%	5%	-15%	-3%	4%	-3%	21%	?
c1ccc(N2CCOCC2)c(Nc2nc3ccccc3n3cnnc23)c1
    31%[activator]	-7%	?	-1%	?	-2%	-2%	?
Clc1cc2c(cc1/C=N/Nc1nc(N3CCOCC3)nc(N3CCOCC3)n1)OCO2
    3%	-3%	?	-1%	·	-3%	-5%	-26%
C=CCSc1nc2nc(C)cc(C)n2n1
    1%	-5%	-12%	-4%	5%	-1%	-14%	-24%
Nn1cnnc1N/N=C/c1cc(Br)cc(Br)c1O
    10%	i	2%	1%	3%	-7%	-75%[inhibitor]	?
O=C(CN1CCN(c2cccc(Cl)c2)CC1)N1CCCC1
    0%	-1%	-7%	0%	0%	-7%	6%	1%
COc1ccc(CN=Cc2[nH]c3ccc(Br)c(Cl)c3c2O)cc1
    61%[activator]	16%	4µM*	-2%	-1%	3%	-2%	-8%
Cc1ccc(S(=O)(=O)NC2(C(=O)O)CCCCC2)cc1
    -2%	0%	?	0%	1%	11%	-34%	9%
CC1(C)CC(=O)C2=C(C1)NC(Nc1nc3ccccc3o1)=NC21CCCC1
    -19%	-6%	?	0%	-4%	11%	2%	4%
CCOC(=O)c1cnc(Nc2ccc(OCC)cc2)nc1C
    -19%	-1%	4%	5%	13%	-2%	8%	-10%
COc1ccc(O)c(C=NCC(C)N=Cc2cc(OC)ccc2O)c1 (configuration not stated)
    -2%	-13%	108%[activator]	-5%	·	-1%	-12%	?
O=C(O)c1cccc2c(/C=N/Nc3ccccn3)c[nH]c12
    2%	-5%	·	-8%	·	-2%	·	?
O=C(c1cnccn1)N1CCC[C@@]2(CCN(c3ccccc3)C2)C1
    1%	-4%	?	·	·	·	-8%	·
O=C(NCc1cccnc1)NC1(C(F)(F)F)Oc2ccccc2O1
    ·	15%	8%	-4%	?	5%	·	-4%
CN(CCC1CCOCC1)C(=O)CC1C(=O)NCCN1C/C=C/c1ccccc1 (configuration not stated)
    12%	4%	1%	-6%	25%[46 µM]	3%	·	-28%
Cc1cccc(OCC(=O)N2CCC(N3CCOCC3)CC2)c1
    -8%	2%	-21%	-4%	4%	5%	-3%	?
Cc1ccc2c(c1)S/C(=C/c1ccc[n+](C)c1)N2CCO
    8.9µM*	5%	0%	-1%	·	4%	·	-16%
CC(=O)OC1CC(C)N(C(=O)c2ccccc2)c2ccc(C)cc21 (configuration not stated)
    1%	-4%	-5%	-5%	-1%	-9%	?	3%
CCOc1cccc(CN2CCCC(CCC(=O)NCc3ccccc3F)C2)c1O (configuration not stated)
    7%	i	-6%	1%	-10%[46 µM]	-6%	·	-25%
CCCc1cc(C(=O)NNC(=S)NC(C)c2ccccc2)cs1 (configuration not stated)
    0%	-6%	-5%	-5%	-14%	0%	-22%	3%
COc1ccc(NS(=O)(=O)c2cc(NC(=O)c3ccc(C)o3)ccc2N2CCCCC2)cc1
    4%	-14%	?	2%	?	5%	9%[1.84 µM]	-4%
Cc1cccc(OCC(=O)NC(=S)N2CCCc3ccccc32)c1
    -5%	-6%	?	4%	11%	2%	-5%	-3%

The results go on.
Results follow in this order: RGS12 GoLoco inh	RECQ1 helicase	ALDH1A1 inh	TexasRed fluor	LMNA splice mod	TRb-SRC2 inh	SMN2 splice up	KDM4E inh
Cc1ccc(Oc2nc3c(C)cccn3c(=O)c2/C=C(\C#N)C(N)=O)cc1
    2%	11%	-15%	-1%	·	-1%	·	?
O=C(Nc1cccc(-c2nc3ccccc3[nH]2)c1)c1cccc(NC(=O)c2ccco2)c1
    0%	?	?	-4%	?	-10%	-90%	-24%
O=C(Nc1nc2c(s1)CCCC2)c1cc(-c2ccc3c(c2)OCO3)nc2ccccc12
    0%	0%	-9%	-2%	-10%	8%	-2%	1%
CCOC(=O)C1=C(C)NC(=O)NC1C (configuration not stated)
    3%	-5%	22%	-3%	2%	7%	14%	2%
CC12CCC(=O)N1c1c(sc3nc(N4CCOCC4)c4c(c13)CCCC4)C(=O)N2 (configuration not stated)
    -9%	-1%	?	2%	9%	-18%	26%	?
CCN(CC)CCC(=O)NN
    7%	1%	6%	-3%	·	-1%	14%	-7%
Cc1ccccc1NC(=O)Cc1nnc(N)s1
    3%	-12%	5%	-1%	·	-6%	·	5%
CCOc1ccc(Cn2c(=O)sc3ccccc32)cc1OC
    -2%	-13%	·	-2%	·	0%	·	-16%
COc1cc(OC)cc(C(=O)NNC(=S)Nc2ccc(S(N)(=O)=O)cc2)c1
    4%	i	11µM*	-4%	·	-3%	4%	-3%
Cc1cc(C)cc(NC(=O)CSc2nc3c(oc4ccccc43)c(=O)n2-c2ccccc2)c1
    5%	-13%	-5%	2%	2%	-15%	10%	-8%
Cn1cc(Br)c(C(=O)n2cc(Br)cn2)n1
    16%	-4%	-4%	3%	?	-1%	·	3%
COc1ccc(OC)c(NC(=O)CNC(=O)c2ccc([N+](=O)[O-])cc2)c1
    9%	i	2%	2%	19%[46 µM]	7%	-2%	11%
Cc1nonc1NC(=O)CSc1nc2ccccc2cc1C#N
    13%	i	5%	1%	·	-2%	0%	-1%
CCCCc1cc(=O)oc2cc(OS(C)(=O)=O)ccc12
    -1%	-4%	?	-1%	1%	3%	12%	?
Cn1c(=O)c2c(ncn2CC(=O)Nc2ccccc2N2CCOCC2)n(C)c1=O
    3%	-15%	4%	-6%	4%	8%	-21%	5%
CCN(CC)C(=O)CSc1nnc(COc2cccc(C)c2)n1C
    5%	0%	3%	0%	·	-3%	1%	4%
CC(=O)N(Cc1nc2sc(C)c(C)c2c(=O)[nH]1)C1CCCC1
    19%	-12%	-5%	0%[53 µM]	-5%[46 µM]	2%[53 µM]	·	-8%
O=C(N/N=C/c1ccco1)c1cccc(N2Cc3ccccc3C2)c1
    10%	-24%	20µM*	-10%	·	6%	·	-1%
CC(=O)c1c(O)c2ccccc2n(C(C)C)c1=O
    22%	i	1%	3%	·	-2%	·	-16%
NC(=O)C1CCN(C2CC(=O)NC2=O)CC1 (configuration not stated)
    -4%	-3%	9%	-3%	-6%[9.22 µM]	1%	16%	10%
CCOc1cccc(C(=O)Nc2nnc(-c3ccco3)s2)c1
    9%	i	?	-8%	3%	-2%	2.8µM*	?
Cc1cccc2cc(/C=N/NC(=O)CN3CCOCC3)c(Cl)nc12
    11%	-4%	-8%	1%	?	-1%	-17%	8%
CCOC(=O)C(=O)N/N=C/c1ccc(F)cc1
    -10%	-2%	·	-1%	·	-3%	·	9%

Some of the entries above in another layout:
SMILES,RGS12 GoLoco inh,RECQ1 helicase,ALDH1A1 inh,TexasRed fluor,LMNA splice mod,TRb-SRC2 inh,SMN2 splice up,KDM4E inh
CCOc1cccc(C(=O)Nc2nnc(-c3ccco3)s2)c1,9%,i,?,-8%,3%,-2%,2.8µM*,?
CCN(CC)C(=O)CSc1nnc(COc2cccc(C)c2)n1C,5%,0%,3%,0%,·,-3%,1%,4%
O=C(N/N=C/c1ccco1)c1cccc(N2Cc3ccccc3C2)c1,10%,-24%,20µM*,-10%,·,6%,·,-1%

3 compounds from above, ordered by SMILES length, smallest number first.
Results follow in this order: RGS12 GoLoco inh	RECQ1 helicase	ALDH1A1 inh	TexasRed fluor	LMNA splice mod	TRb-SRC2 inh	SMN2 splice up	KDM4E inh
CCOc1ccc(Cn2c(=O)sc3ccccc32)cc1OC
    -2%	-13%	·	-2%	·	0%	·	-16%
Cc1ccc(Oc2nc3c(C)cccn3c(=O)c2/C=C(\C#N)C(N)=O)cc1
    2%	11%	-15%	-1%	·	-1%	·	?
COc1ccc(OC)c(NC(=O)CNC(=O)c2ccc([N+](=O)[O-])cc2)c1
    9%	i	2%	2%	19%[46 µM]	7%	-2%	11%

Only part of the results is shown; count on the stated rates, not on these rows.
